Screens as filed in PubChem BioAssay.
BL2 CD40 inh = inhibitors of CD40-induced NF-kB signaling, primary screen, BL2 cells, luciferase reporter, single point; CD40L-induced, 4 h; inhibition, % at 10 µM; 0.94% of 83,000 active; AID 1053188, 2014;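 active means mean inhibition of at least 50% with a set share of replicates also reaching that level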;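 further: 0% = neutral control wells and 100% = IKK inhibitor VII at 50 µM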
Numbers without * were called inactive; & = joins results of further samples; [ ] = another dose, or the depositor's remark. This is a subset; rates above refer to the full screens.

COc1ccc(N2CC(NS(=O)(=O)c3cccnc3)CC2=O)cc1 (stereo not drawn)
  BL2 CD40 inh: -6

CN(C(=O)COc1ncnc2ccccc12)C1CCCCC1
  BL2 CD40 inh: 1

COc1cc(NC(=O)c2ccccn2)cc(OC)c1OC
  BL2 CD40 inh: -2

O=[N+]([O-])c1ccc(Cl)c(S(=O)(=O)Nc2ccc(-c3ccc(N4CCOCC4)nn3)cc2)c1
  BL2 CD40 inh: -18

Cc1ccccc1NC(=O)c1ccccc1NS(=O)(=O)c1cccc2cccnc12
  BL2 CD40 inh: 8

CCc1ccc(/C=N\n2cnnc2)cc1
  BL2 CD40 inh: 6

Cc1c(C(=O)NCc2ccccn2)oc2ccc(Br)cc12
  BL2 CD40 inh: -51

COc1cccc(CN(C)Cc2nc(C3CC3)no2)c1
  BL2 CD40 inh: 7

Cc1cc(C(=O)COc2cccnc2[N+](=O)[O-])c(C)n1-c1ccccc1
  BL2 CD40 inh: 39

O=C(c1ccc(Cl)cc1)N(Cc1ccc(Br)cc1)N1C(=O)CCC1=O
  BL2 CD40 inh: 8

c1ccc(-n2nnnc2SCc2cccc3nsnc23)cc1
  BL2 CD40 inh: 1

CC(=O)NC[C@@H]1[C@H](c2ccc(-c3ccccc3F)cc2)[C@H](CO)N1C(=O)C1CC1
  BL2 CD40 inh: 24[25 µM]

CN1C(=O)c2cc(NC(=O)Cc3cccs3)ccc2OC[C@H]2O[C@@H](CC(=O)N[C@H]3CCN(Cc4ccccc4)C3)CC[C@@H]21
  BL2 CD40 inh: -11[25 µM]

COc1ccc(OCCCC(=O)OCC(=O)Nc2sccc2C(N)=O)cc1
  BL2 CD40 inh: 12

COC(=O)c1ccc(C2NC(=O)c3c(sc(C)c3C)N2)cc1 (stereo not drawn)
  BL2 CD40 inh: -8

A second format for some results above.
structure	BL2 CD40 inh
CN(C(=O)COc1ncnc2ccccc12)C1CCCCC1	1
COc1cccc(CN(C)Cc2nc(C3CC3)no2)c1	7
O=[N+]([O-])c1ccc(Cl)c(S(=O)(=O)Nc2ccc(-c3ccc(N4CCOCC4)nn3)cc2)c1	-18
Cc1cc(C(=O)COc2cccnc2[N+](=O)[O-])c(C)n1-c1ccccc1	39

The listing continues.
O=C(Cc1cccs1)NC1(C(=O)NC2CCCC2)CCCCC1
  BL2 CD40 inh: 9

CCCCc1ccc(S(=O)(=O)NC(=O)C2(C)CCN2C(=O)Cc2ccccc2)cc1 (stereo not drawn)
  BL2 CD40 inh: 9

Clc1ccc(-c2nnc(C34CC5CC(CC(C5)C3)C4)o2)cn1
  BL2 CD40 inh: 6

O=C(COC(=O)CCS(=O)(=O)c1ccc(F)cc1)NC1CCCCC1
  BL2 CD40 inh: 8

COCC(=O)OCC(=O)Nc1ccccc1-c1ccccc1
  BL2 CD40 inh: 6

COc1ccc2c3c([nH]c2c1)[C@@H](CO)N(C(=O)C1CC1)CC31CCN(C(=O)c2ccncc2)CC1
  BL2 CD40 inh: -2[25 µM]

CC1(C)Cc2cccc(C(=O)Nc3ccncc3)c2O1
  BL2 CD40 inh: 16

CC(OC(=O)c1ccccn1)C(=O)Nc1ccc2c(c1)OCCO2 (stereo not drawn)
  BL2 CD40 inh: -1

O=C(NCC[C@@H]1CC[C@H](NC(=O)c2ccncc2)[C@H](CO)O1)Nc1ccc(Cl)cc1
  BL2 CD40 inh: -2[25 µM]

Cc1c(C(=O)NCc2cccnc2)sc2ncn(CC(=O)N3CCCCC3C)c(=O)c12 (stereo not drawn)
  BL2 CD40 inh: 14

CCOC(=O)C1=C(C)Nc2ccccc2N/C1=N\S(=O)(=O)c1ccc(Cl)cc1
  BL2 CD40 inh: 1

C(=N\n1cnnc1)/c1ccc2c(c1)OCO2
  BL2 CD40 inh: 12

Cc1ccc(S(=O)(=O)NC2=NCN(C(C)C)CN2)cc1
  BL2 CD40 inh: -1

N#C[C@H]1[C@H](c2ccc(C#Cc3ccccc3F)cc2)[C@@H](CO)N1C(=O)c1cccnc1
  BL2 CD40 inh: 70*[25 µM]

COc1ccnc(Oc2ccc3ccccc3c2)c1C#N
  BL2 CD40 inh: -56

O=C1CSc2nc3ccccc3n21
  BL2 CD40 inh: -1

COc1ccc(S(=O)(=O)N2c3ccccc3NC(=O)CC2C)cc1 (stereo not drawn)
  BL2 CD40 inh: 5

COCCNC(=O)c1ccccc1NC(=O)c1cccc([N+](=O)[O-])c1C
  BL2 CD40 inh: 10

C[C@@H]1CN([C@H](C)CO)C(=O)c2cc(NS(=O)(=O)c3ccc(Cl)cc3)ccc2O[C@H]1CN(C)CC1CC1
  BL2 CD40 inh: -5

O=C(Nc1ccc(-c2nc3cccnc3s2)cc1)c1ccco1
  BL2 CD40 inh: -4

C[C@H](CO)N1C[C@H](C)[C@H](CN(C)C(=O)Nc2ccc3c(c2)OCO3)OCCCC[C@H](C)Oc2ccc(NS(=O)(=O)c3ccc(F)cc3)cc2C1=O
  BL2 CD40 inh: 8[25 µM]

CCSc1nnc(NC(=O)C2Cc3ccccc3CN2C(=O)c2ccco2)s1 (stereo not drawn)
  BL2 CD40 inh: 18

O=C(Nc1ccccn1)c1ccc(NC(=O)c2ccco2)cc1
  BL2 CD40 inh: -41

CN(Cc1cnccn1)C(=O)C1CCC(=O)N(CCc2ccccc2)C1 (stereo not drawn)
  BL2 CD40 inh: 9

CCS(=O)(=O)N1Cc2cc(C(=O)N(C)C)nc(-c3cccc(-c4ccc(C#N)cc4)c3)c2[C@@H]1CCO
  BL2 CD40 inh: 5[25 µM]

CC(C)c1ccc(NC(=O)CNS(=O)(=O)c2ccc(F)cc2)cc1
  BL2 CD40 inh: 2

CCOC(=O)C1=CC2(CC)CCCN3CCc4c(n1c1ccccc41)C32 (stereo not drawn)
  BL2 CD40 inh: -13[25 µM]

COc1ccc(-c2ccc3c(c2)[C@H]2[C@H](CCN2C(=O)C2CC2)[C@H](CO)N3C)cc1
  BL2 CD40 inh: -5

CCOC(=O)Cn1ncc2c3ccccc3n(CC(=O)OCC)c2c1=O
  BL2 CD40 inh: 2

CCOC(=O)c1c(N)c2cc([N+](=O)[O-])cnc2n1C
  BL2 CD40 inh: 6

CCN(CC)C(=O)COCc1cc(-c2ccc3c(c2)OCO3)on1
  BL2 CD40 inh: -7

O=C(Cc1cccs1)NNC(=O)C12CC3CC(CC(C3)C1)C2
  BL2 CD40 inh: 10

CN1C(=O)N(C)C2(C)CC1(C)N(C)C(=O)N2C
  BL2 CD40 inh: 15

CCS(=O)(=O)Nc1ccc2c(c1)C(=O)N(C)[C@H]1CC[C@H](CC(=O)N[C@@H]3CCN(Cc4ccccc4)C3)O[C@H]1CO2
  BL2 CD40 inh: -18[25 µM]

O=C(N/N=C/c1ccccc1)c1ccc(OCc2ccccc2)cc1
  BL2 CD40 inh: 4

C[C@@H]1CN([C@H](C)CO)C(=O)c2cc(-c3cncnc3)cnc2O[C@H]1CN(C)Cc1ccncc1
  BL2 CD40 inh: -16[25 µM]

CC(C)N(C(=O)COC(=O)c1ccc(O)cc1)C(C)C
  BL2 CD40 inh: 4

CC(=O)N(CC1CCC1)C[C@@H]1N[C@@H](CO)[C@H]1c1ccc(C2=CCCC2)cc1
  BL2 CD40 inh: 3[25 µM]

COc1ccc(CN(C(=O)c2ccco2)C2CC(C)N(C)CC2C)cc1 (stereo not drawn)
  BL2 CD40 inh: 6

Cc1cc(C)cc(N(CC(=O)NC2CC3CCC2C3)S(C)(=O)=O)c1 (stereo not drawn)
  BL2 CD40 inh: 5

O=S(=O)(c1ccccc1)N1CC[C@@H]2[C@H]1c1cc(C#Cc3cccc(F)c3)ccc1N[C@@H]2CO
  BL2 CD40 inh: -6

COC(=O)c1cc(NCc2ccc3c(c2)OCO3)ccc1N1CCOCC1
  BL2 CD40 inh: 6

O=C(Cc1csc(-c2cccc(F)c2)n1)Nc1cccc(S(=O)(=O)NC2=NCCC2)c1
  BL2 CD40 inh: 1

COc1ccc(NC(=O)CSc2ncccn2)cc1S(=O)(=O)N1CCCCC1
  BL2 CD40 inh: 18

COc1cccc(NC(=O)N2[C@@H]3CNC[C@H]2C3c2ccc(-c3cccnc3)cc2)c1 (stereo partly drawn)
  BL2 CD40 inh: -6&-3

COc1ccc(C(=O)COC(=O)Cc2c[nH]c3ccccc23)c(OC)c1
  BL2 CD40 inh: 8

O=S(=O)(Cc1noc(-c2ccccc2Cl)n1)c1ccccn1
  BL2 CD40 inh: -99

CN1CCCCN2[C@H](CO)[C@H](c3ccc(C#CC4(O)CCCC4)cc3)[C@H]2C1
  BL2 CD40 inh: -21[25 µM]

Cc1nn(CC(=O)c2ccc(Br)s2)c(C)c1[N+](=O)[O-]
  BL2 CD40 inh: 0

Cn1c(=O)c2c(ncn2CC(=O)OCC(=O)Nc2ccc(F)cc2F)n(C)c1=O
  BL2 CD40 inh: 4

COc1cc(NC(=O)Cc2ccc(S(=O)(=O)N3CCOCC3)s2)c(OC)cc1Cl
  BL2 CD40 inh: 3

NC(=O)c1cccc(-c2ccnc3c2CC(C(=O)NCc2ccc(F)c(F)c2)O3)c1 (stereo not drawn)
  BL2 CD40 inh: 13

CCOC(=O)C(=COC(=O)c1ccccc1)NC(=O)Cc1ccccc1
  BL2 CD40 inh: 1

Cc1oc2c(CN3CCCC3)c(O)ccc2c(=O)c1-c1ccc(Cl)cc1
  BL2 CD40 inh: 19

CN1CCN(C(=O)C[C@@H]2CC[C@@H]3[C@H](COC[C@@H](O)CN3Cc3cccc(-c4ccncc4)c3)O2)CC1
  BL2 CD40 inh: 2[25 µM]

NC(=O)c1c(NC(=O)c2cc3ccccc3o2)sc2c1CCC2
  BL2 CD40 inh: -47

CCCCn1nnnc1NCc1cccnc1
  BL2 CD40 inh: 13

Cc1ccc(C(=O)OCC(=O)NCc2cccs2)cc1S(=O)(=O)N1CCOCC1
  BL2 CD40 inh: 15

CN(c1ccccc1)S(=O)(=O)c1cccc(NC(=O)c2cncc(Br)c2)c1
  BL2 CD40 inh: 24

CC(C)C(C)NC(=O)COc1ccc([N+](=O)[O-])cc1Cl (stereo not drawn)
  BL2 CD40 inh: 3

Cc1ccc(N(CCC#N)C(=O)COC(=O)c2ccccn2)cc1
  BL2 CD40 inh: 3

O=C(N1CCCCC1)N1CCN(c2ccc(Cl)cc2)CC1
  BL2 CD40 inh: 12

Cc1noc(C)c1C(=O)N(C)C[C@H]1OCc2ccccc2-c2c(n(C)c3ccccc23)C(=O)N([C@@H](C)CO)C[C@H]1C
  BL2 CD40 inh: 4

CN(C)CCCN(C(=O)COc1ccccc1)c1nc2cc3c(cc2s1)OCO3
  BL2 CD40 inh: -11

O=C1CNC[C@@H]2[C@H](c3ccc(C#Cc4cccnc4)cc3)[C@@H](CO)N12
  BL2 CD40 inh: -17[25 µM]

COc1ccc(OC)c(-c2oc3ccccc3c(=O)c2O)c1
  BL2 CD40 inh: -75

Cc1cccc(N2N=C(C(=O)N3Cc4ccccc4CC3C(N)=O)CCC2=O)c1 (stereo not drawn)
  BL2 CD40 inh: 5

Cc1noc(C)c1C(=O)OCC(=O)NCc1ccccc1
  BL2 CD40 inh: 4

Brc1ccccc1-c1nnc(COc2cccc3cccnc23)o1
  BL2 CD40 inh: -31

CNC[C@H]1OCCCC[C@@H](C)Oc2ccc(N)cc2C(=O)N([C@H](C)CO)C[C@@H]1C
  BL2 CD40 inh: -16[25 µM]

COc1cc(CN(C)CCc2ccccn2)cc(OC)c1OC
  BL2 CD40 inh: 3

Cc1ccc(S(=O)(=O)/N=C2/NC(=O)/C(=C/c3ccccn3)S2)cc1
  BL2 CD40 inh: 7

O=C(NCCN1CCCCC1)c1cc(COc2c(F)cccc2F)on1
  BL2 CD40 inh: 7

COc1ccc(CNc2oc(Cc3cccc4ccccc34)nc2C#N)cc1
  BL2 CD40 inh: 11

COc1ccc(NC(=O)c2csc3c2CCCCC3)c(OC)c1
  BL2 CD40 inh: -27

With a hit mark in BL2 CD40 inh, among the entries above:
N#C[C@H]1[C@H](c2ccc(C#Cc3ccccc3F)cc2)[C@@H](CO)N1C(=O)c1cccnc1
  BL2 CD40 inh: 70*[25 µM]

Retrieved by compound from above:
O=C(NCCN1CCCCC1)c1cc(COc2c(F)cccc2F)on1
  BL2 CD40 inh: 7

Cc1cccc(N2N=C(C(=O)N3Cc4ccccc4CC3C(N)=O)CCC2=O)c1 (stereo not drawn)
  BL2 CD40 inh: 5

Three entries out of the list, ordered by count of non-hydrogen atoms, descending.
Cc1noc(C)c1C(=O)N(C)C[C@H]1OCc2ccccc2-c2c(n(C)c3ccccc23)C(=O)N([C@@H](C)CO)C[C@H]1C
  BL2 CD40 inh: 4

Brc1ccccc1-c1nnc(COc2cccc3cccnc23)o1
  BL2 CD40 inh: -31

COc1cc(CN(C)CCc2ccccn2)cc(OC)c1OC
  BL2 CD40 inh: 3

Following part.
CCOc1cc(N2CCOCC2)c(OCC)cc1NC(=O)CN1CCCC(C)C1 (stereo not drawn)
  BL2 CD40 inh: -3

Cc1ccc(S(=O)(=O)N2CCN(C(=O)CSc3ncn[nH]3)CC2)cc1
  BL2 CD40 inh: 9

OC[C@H]1[C@H](c2ccc(-c3cccnc3)cc2)[C@@H]2CN(Cc3ccccn3)CCCCN12
  BL2 CD40 inh: 10[25 µM]

CCCc1cn(CC[C@@H]2CC[C@H](NC(=O)C3CCCC3)[C@H](CO)O2)nn1
  BL2 CD40 inh: -7

CC1(C)CC(NCCC(c2ccccc2)c2ccco2)CCO1 (stereo not drawn)
  BL2 CD40 inh: 5

C[C@@H]1CCCCO[C@H](CN(C)Cc2ccc(C(F)(F)F)cc2)[C@H](C)CN([C@@H](C)CO)C(=O)c2cc(NC(=O)c3ccccc3)ccc2O1
  BL2 CD40 inh: 0

CCNC(=O)c1ccc(C2SCC(=O)N2Cc2ccco2)cc1 (stereo not drawn)
  BL2 CD40 inh: 4

Cc1[nH]c2ccc(C(=O)O)cc2c1C
  BL2 CD40 inh: 5

CCOC(=O)N1CCN(C(=O)c2cnc3n(c2=O)CCS3)CC1
  BL2 CD40 inh: 9
